From PubChem
Growth percent in the NCI-60 one-dose screen (48 h, 10 µM unless noted): 100 = growth as untreated, 0 = no growth, -100 = all killed.
OVCAR-4 = OVCAR-4 ovarian cancer cells; hit rate 3.7% among 80,000
NCI-H23 = NCI-H23 lung cancer | hit rate 4% among 80,000 | AID 1794731
IGROV1 = IGROV1 ovarian cancer. hit rate 4.7% among 79,000
NCI-H322M = NCI-H322M lung cancer. hit rate 2.7% among 80,000
NCI-H226 = NCI-H226 lung cancer; hit rate 3.5% among 79,000
NCI/ADR-RES = NCI/ADR-RES ovarian cells; hit rate 4.4% among 81,000; AID 1794790
NCI-H460 = NCI-H460 lung cancer. AID 1794736. hit rate 6.8% among 82,000
NCI-H522 = NCI-H522 lung cancer. hit rate 8% among 78,000
SK-OV-3 = SK-OV-3 ovarian cancer cells; hit rate 3.2% among 80,000
An asterisk follows results filed as active. The calls were made as follows: active = growth percent below 10; inactive = the rest.

Results for O=C1c2ccccc2C(=O)c2c1cc(O)c(O)c2O ?
OVCAR-4: 87; NCI-H23: 94; IGROV1: 83; NCI-H322M: 99; NCI-H226: 101; NCI/ADR-RES: 93; NCI-H460: 97; NCI-H522: 83; SK-OV-3: 97

Results for COC(=O)c1nnn(-c2ccc(S(N)(=O)=O)cc2)c1C(=O)c1ccc(OC)cc1 ?
OVCAR-4: 101; NCI-H23: 94; IGROV1: 107; NCI-H322M: 96; NCI-H226: 91; NCI/ADR-RES: 98; NCI-H460: 101; NCI-H522: 98; SK-OV-3: 100

What do the screens show for `CCc1cc2c(=O)c(-c3nc4ccccc4s3)coc2c(CN2CCCCC2)c1O`?
OVCAR-4: 101; NCI-H23: 95; IGROV1: 74; NCI-H322M: 86; NCI-H226: 103; NCI/ADR-RES: 96; NCI-H460: 93; NCI-H522: 68; SK-OV-3: 99

What do the screens show for `CCc1ccc(OCCO)c(Cl)c1`?
OVCAR-4: 112; NCI-H23: 112; IGROV1: 101; NCI-H322M: 98; NCI-H226: 101; NCI/ADR-RES: 107; NCI-H460: 103; NCI-H522: 87; SK-OV-3: 106

What do the screens show for `Cc1ccc(C(=O)c2sc3nc4c(cc3c2N)CCCC4)c(C)c1`?
OVCAR-4: 40; NCI-H23: 35; IGROV1: 41; NCI-H322M: 30; NCI-H226: 60; NCI/ADR-RES: 14; NCI-H460: 14; NCI-H522: -0.9*; SK-OV-3: 20

How did Cn1cccc1C(=O)C1C(c2cccc([N+](=O)[O-])c2)C2C3CCCCC3CN2C12C(=O)Nc1ccc(Cl)cc12 (stereo unspecified) do in these assays?
OVCAR-4: 70; NCI-H23: 49; IGROV1: 8.9*; NCI-H322M: 76; NCI-H226: 41; NCI/ADR-RES: 51; NCI-H460: 37; NCI-H522: 52; SK-OV-3: 70

Results for C#CCC1(c2ccc(OC)cc2)NS(=O)(=O)c2ccccc21 (stereo unspecified) ?
OVCAR-4: 106; NCI-H23: 98; IGROV1: 99; NCI-H322M: 93; NCI-H226: 105; NCI/ADR-RES: 105; NCI-H460: 114; NCI-H522: 92; SK-OV-3: 91

How did COc1ccccc1/C=C/C(=O)c1nnn(-c2ccc(C(=O)O)cc2)c1C do in these assays?
OVCAR-4: 101; NCI-H23: 88; IGROV1: 90; NCI-H322M: 92; NCI-H226: 95; NCI/ADR-RES: 93; NCI-H460: 96; NCI-H522: 82; SK-OV-3: 106

What do the screens show for `COc1cc(Nc2nc(NCCN)nc3cc[nH]c(=O)c23)cc(OC)c1`?
OVCAR-4: 81; NCI-H23: 65; IGROV1: 58; NCI-H322M: 83; NCI-H226: 94; NCI/ADR-RES: 99; NCI-H460: 97; NCI-H522: 73; SK-OV-3: 51

How did O=C(O)c1cn(C2CC2)c2cc(N3CCN(CCN4CCOCC4)CC3)c(F)cc2c1=O do in these assays?
OVCAR-4: 103; NCI-H23: 103; IGROV1: 99; NCI-H322M: 91; NCI-H226: 110; NCI/ADR-RES: 109; NCI-H460: 113; NCI-H522: 90; SK-OV-3: 101

How did COc1ccc(-c2cc(NC(=O)Nc3nc4c(C)cccc4s3)no2)cc1 do in these assays?
OVCAR-4: 95; NCI-H23: 106; IGROV1: 100; NCI-H322M: 93; NCI-H226: 100; NCI/ADR-RES: 107; NCI-H460: 101; NCI-H522: 87; SK-OV-3: 100

Results for COc1cc(Br)cc2cc(C(=O)CSc3nc4ccccc4c(=O)n3-c3ccccc3)c(=O)oc12 ?
OVCAR-4: 107; NCI-H23: 98; IGROV1: 96; NCI-H322M: 94; NCI/ADR-RES: 104; NCI-H460: 106; NCI-H522: 76; SK-OV-3: 95

What do the screens show for `CCN1C(=O)/C(=c2\sc3n(c2=O)NC2C(N=3)N(CC)C(=O)N2CC)c2ccccc21` (stereo unspecified)?
OVCAR-4: 46; NCI-H23: 39; IGROV1: 42; NCI-H322M: 47; NCI-H226: 102; NCI/ADR-RES: 12; NCI-H460: 18; NCI-H522: 15; SK-OV-3: 70

How did Oc1ccc(Br)cc1/C=N/Nc1nc(-c2ccc(Br)cc2)cs1 do in these assays?
OVCAR-4: 71; NCI-H23: 83; IGROV1: 61; NCI-H322M: 91; NCI-H226: 93; NCI/ADR-RES: 95; NCI-H460: 93; NCI-H522: 79; SK-OV-3: 82

Results for O=[N+]([O-])c1ccc(NS(=O)(=O)c2cc(Cl)ccc2Cl)c2ccccc12 ?
OVCAR-4: 54; NCI-H23: 32; IGROV1: 82; NCI-H322M: 68; NCI-H226: 66; NCI/ADR-RES: 59; NCI-H460: 47; NCI-H522: 10; SK-OV-3: 60

How did CC(=O)CC(=O)Nc1cccc(NC(=O)CC(C)=O)n1 do in these assays?
OVCAR-4: 122; NCI-H23: 105; IGROV1: 119; NCI-H322M: 111; NCI-H226: 92; NCI/ADR-RES: 116; NCI-H460: 107; NCI-H522: 101; SK-OV-3: 98

What do the screens show for `O=[N+]([O-])c1ccc(N/N=C/C=C/c2ccccc2)nc1`?
NCI-H23: 105; IGROV1: 104; NCI-H322M: 122; NCI-H226: 102; NCI/ADR-RES: 111; NCI-H460: 104; NCI-H522: 87; SK-OV-3: 110

Results for Cc1ccc2[nH]c(-c3ccc(S(C)(=O)=O)cc3)c(/C=N/NC(N)=S)c2c1 ?
OVCAR-4: 101; NCI-H23: 97; IGROV1: 107; NCI-H322M: 101; NCI-H226: 95; NCI/ADR-RES: 100; NCI-H460: 98; NCI-H522: 85; SK-OV-3: 108

What do the screens show for `CCOP(=O)(OCC)c1nc(-c2ccccc2)oc1N1CCOCC1`?
OVCAR-4: 98; NCI-H23: 105; IGROV1: 100; NCI-H322M: 98; NCI-H226: 104; NCI/ADR-RES: 101; NCI-H460: 104; NCI-H522: 93; SK-OV-3: 104

How did Fc1ccccc1[C@H]1Nc2c(ccc3ncccc23)[C@H]2C=CC[C@H]21 do in these assays?
OVCAR-4: 69; NCI-H23: 49; IGROV1: 80; NCI-H322M: 94; NCI-H226: 71; NCI/ADR-RES: 82; NCI-H460: 87; NCI-H522: 60; SK-OV-3: 74

Among those listed so far, these contain a carbonyl joined to an NH by a bond outside any ring:
How did COc1ccc(-c2cc(NC(=O)Nc3nc4c(C)cccc4s3)no2)cc1 do in these assays?
OVCAR-4: 95; NCI-H23: 106; IGROV1: 100; NCI-H322M: 93; NCI-H226: 100; NCI/ADR-RES: 107; NCI-H460: 101; NCI-H522: 87; SK-OV-3: 100

How did CC(=O)CC(=O)Nc1cccc(NC(=O)CC(C)=O)n1 do in these assays?
OVCAR-4: 122; NCI-H23: 105; IGROV1: 119; NCI-H322M: 111; NCI-H226: 92; NCI/ADR-RES: 116; NCI-H460: 107; NCI-H522: 101; SK-OV-3: 98

(more compounds)
Results for C/C(=N\O)[C@@H]1CC[C@]2(CO)CC[C@]3(C)[C@H](CC[C@@H]4[C@@]5(C)CCCNC(C)(C)[C@@H]5CC[C@]43C)[C@@H]12 ?
OVCAR-4: 77; NCI-H23: 90; IGROV1: 65; NCI-H322M: 94; NCI-H226: 93; NCI/ADR-RES: 97; NCI-H460: 73; NCI-H522: 90; SK-OV-3: 105

Results for CCOC(=O)C(Cc1ccccc1)n1c(O)c(C=Nc2ccc(S(=O)(=O)SCC)cc2)sc1=S (stereo unspecified) ?
OVCAR-4: 113; NCI-H23: 115; IGROV1: 101; NCI-H322M: 91; NCI-H226: 111; NCI/ADR-RES: 102; NCI-H460: 113; NCI-H522: 78; SK-OV-3: 91

Results for Nc1cc2ccccc2c(=O)n1NC(=O)c1ccc(Cl)cc1 ?
OVCAR-4: 105; NCI-H23: 106; IGROV1: 109; NCI-H322M: 101; NCI-H226: 103; NCI/ADR-RES: 105; NCI-H460: 107; NCI-H522: 92; SK-OV-3: 92

How did O=c1/c(=C/C(Br)=C/c2ccccc2)sc2nc3ccccc3n12 do in these assays?
OVCAR-4: 105; IGROV1: 111; NCI-H322M: 108; NCI-H226: 100; NCI/ADR-RES: 106; NCI-H460: 107; NCI-H522: 99; SK-OV-3: 112

How did CC1(C)[C@H](O)CC[C@]2(C)[C@@H]1CC[C@@]13C[C@@H](CC[C@H]12)[C@@](O)(CO)C3 do in these assays?
OVCAR-4: 117; NCI-H23: 105; IGROV1: 113; NCI-H322M: 113; NCI-H226: 100; NCI/ADR-RES: 106; NCI-H460: 104; NCI-H522: 92; SK-OV-3: 109

What do the screens show for `O=C1c2cccc3cccc(c23)C(=O)N1Nc1nc(N2CCCCC2)nc(N2CCOCC2)n1`?
OVCAR-4: 111; NCI-H23: 84; IGROV1: 64; NCI-H322M: 87; NCI-H226: 85; NCI/ADR-RES: 100; NCI-H460: 91; NCI-H522: 94; SK-OV-3: 105

How did Nc1nc(NCc2ccccc2)n(S(=O)(=O)c2ccc(F)cc2F)n1 do in these assays?
OVCAR-4: 108; NCI-H23: 104; IGROV1: 115; NCI-H322M: 109; NCI-H226: 97; NCI/ADR-RES: 112; NCI-H460: 100; NCI-H522: 106; SK-OV-3: 106

Results for O=C1Nc2ccccc2/C1=N/N=C/c1cccs1 ?
OVCAR-4: 82; NCI-H23: 93; IGROV1: 86; NCI-H322M: 102; NCI-H226: 100; NCI/ADR-RES: 62; NCI-H460: 100; NCI-H522: 46

How did Cc1cc(C)c2c(n1)sc1c(Nc3ccc(Cl)cc3)ncnc12 do in these assays?
OVCAR-4: 84; NCI-H23: 4.5*; IGROV1: 71; NCI-H322M: 32; NCI-H226: 1.8*; NCI/ADR-RES: 15; NCI-H460: 5.8*; NCI-H522: 16; SK-OV-3: 35

How did COC(=O)C1CCC[N+](C)(C)C1 (stereo unspecified) do in these assays?
OVCAR-4: 107; NCI-H23: 106; IGROV1: 107; NCI-H322M: 89; NCI-H226: 105; NCI/ADR-RES: 106; NCI-H460: 108; NCI-H522: 92; SK-OV-3: 102

How did O=C(c1nc2ccccc2[nH]1)C1C(c2ccccc2O)C2CSCN2[C@@]12C(=O)Nc1ccccc12 (stereo partly specified) do in these assays?
OVCAR-4: 87; NCI-H23: 96; IGROV1: 92; NCI-H322M: 100; NCI-H226: 91; NCI/ADR-RES: 96; NCI-H460: 97; NCI-H522: 87

Results for CCCCN1C(=O)/C(=c2\sc3n(c2=O)NC2C(N=3)N(CC)C(=O)N2CC)c2cc(Cl)ccc21 (stereo unspecified) ?
OVCAR-4: 110; IGROV1: 86; NCI-H322M: 102; NCI-H226: 102; NCI/ADR-RES: 107; NCI-H460: 102; NCI-H522: 96; SK-OV-3: 137

Results for Cn1cc(-c2nn3cc(-c4ccc([N+](=O)[O-])cc4)nc3s2)c2ccccc21 ?
OVCAR-4: 76; NCI-H23: 97; IGROV1: 94; NCI-H322M: 96; NCI-H226: 88; NCI/ADR-RES: 105; NCI-H460: 95; NCI-H522: 81; SK-OV-3: 106

What do the screens show for `O=C(Cc1ccc(/C=C/C(=O)c2ncc[nH]2)cc1)Nc1ccccc1`?
OVCAR-4: 68; NCI-H23: 40; IGROV1: 64; NCI-H322M: 67; NCI-H226: 88; NCI/ADR-RES: 31; NCI-H460: 12; NCI-H522: 31; SK-OV-3: 76

Results for OC1c2ccccc2-c2ccccc21 ?
OVCAR-4: 122; NCI-H23: 102; IGROV1: 107; NCI-H322M: 110; NCI-H226: 111; NCI/ADR-RES: 104; NCI-H460: 117; SK-OV-3: 113

What do the screens show for `COc1ccc(Br)cc1C1Nc2ccc3ccccc3c2C2=C1C(=O)CC(c1ccccc1)C2` (stereo unspecified)?
OVCAR-4: 88; NCI-H23: 77; IGROV1: 82; NCI-H322M: 83; NCI-H226: 95; NCI-H460: 87; NCI-H522: 75; SK-OV-3: 103

How did N#C/C(=C\c1ccc(-c2cc(C(F)(F)F)ccc2Cl)o1)c1nc(-c2ccco2)cs1 do in these assays?
OVCAR-4: 85; NCI-H23: 94; IGROV1: 104; NCI-H322M: 103; NCI-H226: 96; NCI/ADR-RES: 106; NCI-H460: 102; NCI-H522: 85; SK-OV-3: 100

What do the screens show for `Nc1cc(SCc2ccc([N+](=O)[O-])cc2)ncn1`?
OVCAR-4: 109; NCI-H23: 100; IGROV1: 102; NCI-H322M: 102; NCI-H226: 104; NCI/ADR-RES: 99; NCI-H460: 116; NCI-H522: 89; SK-OV-3: 102

Results for Cc1csc(N2N=C(c3cc4ccccc4o3)CC2c2c[nH]c3ccccc23)n1 (stereo unspecified) ?
OVCAR-4: 83; NCI-H23: 83; IGROV1: 77; NCI-H322M: 92; NCI-H226: 90; NCI/ADR-RES: 91; NCI-H460: 91; NCI-H522: 75; SK-OV-3: 62

A draw from above in order of number of heavy atoms, high to low:
How did N#C/C(=C\c1ccc(-c2cc(C(F)(F)F)ccc2Cl)o1)c1nc(-c2ccco2)cs1 do in these assays?
OVCAR-4: 85; NCI-H23: 94; IGROV1: 104; NCI-H322M: 103; NCI-H226: 96; NCI/ADR-RES: 106; NCI-H460: 102; NCI-H522: 85; SK-OV-3: 100

Results for Nc1cc2ccccc2c(=O)n1NC(=O)c1ccc(Cl)cc1 ?
OVCAR-4: 105; NCI-H23: 106; IGROV1: 109; NCI-H322M: 101; NCI-H226: 103; NCI/ADR-RES: 105; NCI-H460: 107; NCI-H522: 92; SK-OV-3: 92

What do the screens show for `Nc1cc(SCc2ccc([N+](=O)[O-])cc2)ncn1`?
OVCAR-4: 109; NCI-H23: 100; IGROV1: 102; NCI-H322M: 102; NCI-H226: 104; NCI/ADR-RES: 99; NCI-H460: 116; NCI-H522: 89; SK-OV-3: 102
